NR2F2 inh: NR2F2 transcriptional activity inhibitors, primary screen, cell-based, luciferase reporter, HEK293T, luminescence; AID 686940, 2013; COUP transcription factor 2 (Homo sapiens), P24468; HEK293T NGFI-A luciferase reporter; 0.7% of 370,000 active; inhibition, % at 8.6 µM;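 active = inhibition above a per-plate cutoff, mean inhibition of test wells between control levels plus 3 SD, cut at about 38% in these data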;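 note: cells cotransfected with COUP-TFII expression vector driving the NGFI-A reporter; 0% = median of COUP-TF2 test wells and 100% = reporter-only cells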
NCOA2 inhibitor: inhibition of GAL4-SRC2 driven luciferase reporter, primary screen, SRC2 inhibitor project, cell-based, luminescence. Nuclear receptor coactivator 2 (Homo sapiens), Q15596. HEK293 GAL4-SRC2 luciferase reporter. inhibition, % at 9 µM. 0.17% of 370,000 active. AID 651957, 2012;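 active = inhibition above the mean inhibition of all tested compounds plus 3 SD, set per campaign, cut at about 52% in these data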;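 note: 0% = DMSO treated cells and 100% = cells given Gossypol at 36 µM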
An asterisk follows results filed as active; & = joins results of further samples. An excerpt (hit frequency here may not be typical).

SMILES | NR2F2 inh | NCOA2 inhibitor
COc1ccc(Cn2cc(CN3[C@@H](C)COc4cc(Br)ccc4S3(=O)=O)nn2)cc1 | -14 | 6
Cc1ccc(-n2c(Cc3cccs3)nnc2SCC(=O)Nc2ccc(OCc3ccccc3)cc2)cc1 | 4 | 0
COC(=O)c1cc2c(c3c4cc(OC)ccc4n(C(=O)c4ccccc4)c13)C(=O)N(C1CCCCC1)C2 | -10 | 1
CCn1c(COc2ccc(C)cc2)nnc1SCC(=O)Nc1ccc(C(=O)OC)cc1 | -6 | -22
N/C(=N\C(=O)OCc1ccccc1)N(Cc1ccccc1)C(C#CC1=CCCCC1)Cc1ccccc1 (centres undefined) | 19 | 28
COC1=C[C@H](C(=O)NCCNC(C)=O)[C@H](C)[C@@H](c2ccccc2)CC1=O | 12 | 6
Cc1cccc(NC(=O)CN2C(=O)CCSc3ccccc32)c1C | 14 | 11
CCCCCc1ccc(NC(=O)OCCCN2CCC3(CCC(c4ccccc4)CC3)C2=O)cc1 (centres undefined) | -10 | 16
CCc1c(Cc2ccccc2)ncn1CCc1ccccc1OC | 1 | 16
Cc1ccccc1S(=O)(=O)N(C)C[C@@H]1OCc2cn(nn2)CCCC(=O)N([C@@H](C)CO)C[C@H]1C | -5 | -23
O=C(NCc1ccccc1)OCCCN1C(=O)CCC12CCCCC2 | 1 | -6
COCC(=O)N1CC[C@H]2[C@@H]1c1cc(-c3cccc(OC)c3)ccc1N(C)[C@H]2CO | -4 | 7
CCCC[C@H](C(=O)N(CC)c1ccccc1)[C@@H](O)c1ccc(Cl)cc1 | 7 | 9
C=CCCC1CN(Cc2ccc(OC)cc2)S(=O)(=O)c2c(cccc2N2CCCCC2)O1 (centres undefined) | 0 | 9
Cc1ccc(-n2c(SCC(=O)Nc3ccc(OCc4ccccc4)cc3)nnc2-c2cnccn2)cc1 | -11 | 3
O=C(Nc1ccc(Br)cc1)OC1CC2CC1[C@H]1CCCCN1C2 (some centres undefined) | -5 | 5
O=C(N[C@H](Cc1ccccc1)C(=O)O)[C@H]1O[C@@H](n2ccc(=O)[nH]c2=O)[C@H](O)[C@@H]1O | -5 | -14
CCCCOc1ccc(C(=O)NC2CCCCN(C)C2=O)cc1 (centres undefined) | -22 | -7
CCCCc1cccc2[nH]cc(C)c12 | 3 | 20
COC(=O)Cc1nnn2c1[C@@H](C)[C@@H](c1ccccc1Br)O[C@@H](C)C2 | 10 | -8

Arranged by number of heavy atoms (highest first): seven of the compounds above.
SMILES | NR2F2 inh | NCOA2 inhibitor
Cc1ccc(-n2c(SCC(=O)Nc3ccc(OCc4ccccc4)cc3)nnc2-c2cnccn2)cc1 | -11 | 3
C=CCCC1CN(Cc2ccc(OC)cc2)S(=O)(=O)c2c(cccc2N2CCCCC2)O1 (centres undefined) | 0 | 9
COCC(=O)N1CC[C@H]2[C@@H]1c1cc(-c3cccc(OC)c3)ccc1N(C)[C@H]2CO | -4 | 7
O=C(NCc1ccccc1)OCCCN1C(=O)CCC12CCCCC2 | 1 | -6
COC(=O)Cc1nnn2c1[C@@H](C)[C@@H](c1ccccc1Br)O[C@@H](C)C2 | 10 | -8
CCCCOc1ccc(C(=O)NC2CCCCN(C)C2=O)cc1 (centres undefined) | -22 | -7
CCCCc1cccc2[nH]cc(C)c12 | 3 | 20

(cont.)
SMILES | NR2F2 inh | NCOA2 inhibitor
Cc1nn(CCC(=O)NNC(=O)Nc2ccc(F)cc2)c(C)c1[N+](=O)[O-] | -11 | 2
C[C@H]1CN([C@@H](C)CO)C(=O)CCCn2nncc2CO[C@@H]1CN(C)C(=O)Nc1ccc(N2CCN(C)CC2)cc1 | -4 | -4
COC(=O)c1ccc(COc2cc([N+](=O)[O-])cc3cccnc23)cc1 | 1 | 6
CC1Cc2ccccc2N1C(=O)CSc1nnc(NC(=O)Cc2cccs2)s1 (centres undefined) | -15 | 5
COC(=O)[C@]12C[C@H](CC(=O)N3CCSCC3)C(=O)N(Cc3ccc4c(c3)OCO4)C1=C[C@H](C(C)C)O[C@@H]2C1CC1 | 19 | -11
O=C(c1cccs1)N1CCN(S(=O)(=O)c2ccc(F)cc2)CC1 | 11 | -7
CN(c1cccnc1)c1ccc(NC(=O)Cc2c[nH]c3ccccc23)cc1-c1cccnc1F | -6 | 3
FC(F)(F)c1cccc(Cn2ccc3ccc(-c4ccc5ccn(Cc6ccccc6)c5c4)cc32)c1 | 6 | -7
C=CCCC1CN(Cc2ccc(OC)cc2)S(=O)(=O)c2c(Oc3ccc(C(C)C)cc3)cccc2O1 (centres undefined) | -7&13 | -3&7
Cc1ccc(-c2cccc3[nH]cc(C)c23)s1 | -13 | -1
COc1ccc2nc3n(c(=O)c2c1)-c1ccc(Cl)cc1C(=O)NC3Cc1ccccc1 (centres undefined) | -4 | 23
O=C(OCc1cn(Cc2cccc(Cl)c2)nn1)N1CCCC1 | -8 | 7
COC(=O)C1=C(C)N(C)C(=NCc2cccc(C(F)(F)F)c2)NC1c1cccc(F)c1 (centres undefined) | 3 | -18
C[C@@H]1ON(C)[C@H]2C[C@H]3c4[nH]c5c(-c6ccccc6F)cccc5c4CCN3C(=O)[C@@H]12 | -5 | -12
COc1cccc(-c2ccc(CC[C@H]3O[C@H]4CC[C@@H](CO)O[C@H]4C[C@H]3NC(=O)c3cnccn3)cc2)c1 | -6 | 8
CN1CCCN(C(=O)CSc2nnc(-c3cccnc3)n2C2CCCCC2)CC1 | -6 | -8
COC(=O)C[C@@H]1CC[C@@H]2[C@@H](COc3ccc(NC(=O)Nc4ccc(F)cc4)cc3C(=O)N2C)O1 | -10 | 7
COC(=O)[C@]12C[C@H](CC(=O)NCc3cccc(C(F)(F)F)c3)C(=O)N(Cc3cccc4ccccc34)C1=C[C@H](COCc1ccccc1)O[C@@H]2C | 4 | 25
Nc1c(C(=O)Nc2ccccc2)sc2nc(-c3cccnc3)ccc12 | -10 | -70
O=S1(=O)c2c(cccc2N2CCCCC2)O[C@H](COCc2ccccc2)CN1C1CC1 | 27 | 13
CC(C)(C)S(=O)(=O)N1C[C@H]2CC(=O)C(CCO)=C2[C@@H]1CCO | 22 | 15
COc1cccc(C(=O)N[C@@H](CC(C)C)C(=O)N2CCC[C@H]2C(=O)NCc2ccccc2)c1 | 5 | 10
C[C@@H]1CN(c2ccc(N3CCN(C(=O)OC(C)(C)C)C[C@@H]3C)cc2C#N)C[C@H](C)O1 | 10 | 2
COCC(=O)N1CCC(C(=O)NC2CCCc3ccccc32)CC1 (centres undefined) | 0 | -29
COCCN1C(=O)C2=C(C1=O)C1N(C)c3ccccc3[C@@]13C[C@@H](CO)N(C(=O)CCC(=O)OC)C3=N2 (some centres undefined) | 11 | -4
CC(c1c[nH]c2ccccc12)c1cn(C)c2ccccc12 (centres undefined) | 1 | 21
O=C(CSc1nnc(-c2ccccn2)n1-c1ccc(Cl)cc1)Nc1ccc2c(c1)OCCO2 | 0 | 8
COC(=O)[C@]12C[C@H](CC(=O)N3CCN(C(=O)C4CC4)CC3)C(=O)N(CCc3ccc(OC)c(OC)c3)C1=C[C@H](COCc1ccccc1)O[C@@H]2C | -13 | 4
COc1ccc(CN2CN3Cc4cc(F)ccc4C3CS2(=O)=O)cc1 (centres undefined) | 1 | -18
CCCCN1CC(N2CCCC2)CS1(=O)=O (centres undefined) | 4 | 24
COc1ccc(CN2C[C@H](COCc3ccccc3)Oc3cccc(F)c3S2(=O)=O)cc1 | -21 | 31
CCCn1c(=O)n(C)c(=O)c2c(SCc3cc(C(C)=O)ccc3OCC)nc(C3CC3)nc21 | 6 | 1
COc1ccc(C(=O)CSc2nnc(-c3cnccn3)n2-c2ccc(C)cc2)cc1 | 4 | 10
COC(=O)[C@@]1(Cc2ccc(OC)cc2)[C@H]2c3cc(C(=O)N4CCCC4)n(Cc4ccc(C)o4)c3C[C@H]2CN1C(=O)c1ccccc1 | 8 | 29
COC(=O)[C@]12C[C@H](CC(=O)N3CCCC3)C(=O)N(Cc3ccco3)C1=C[C@H](C1CCCC1)O[C@@H]2C | -5 | 12
CC(C)(C)S(=O)N1C[C@@H]2CC(=O)C(c3ccccc3)=C2[C@H]1CCO (some centres undefined) | 17 | -13
O=c1cc(CN2CCN(c3cccc(C(F)(F)F)c3)CC2)nc2sccn12 | -18 | 18
COC(=O)[C@]12C[C@H](CC(=O)NCCCCc3ccccc3)C(=O)N(Cc3cccc4ccccc34)C1=C[C@H](C(C)(C)C)O[C@@H]2C | 3 | 5
O=C(Cc1cn(Cc2ccccc2)c2ccccc12)Nc1ccc(Oc2cccnc2)cc1 | 0 | 11
CCC(C)N(C(=O)CSc1nnc(-c2cc(OC)c(OC)c(OC)c2)o1)C(C)CC (centres undefined) | 12 | 5
Nn1c(SCC(=O)Nc2nccs2)nnc1-c1cc(-c2ccc(F)cc2)n[nH]1 | -13 | -27
CC(CCN1CCC(C(O)(c2ccccc2)c2ccccc2)CC1)Oc1cc(F)cc(F)c1 (centres undefined) | 17 | 2
CCOc1ccc(-n2c(SCC(=O)Nc3ccc(S(=O)(=O)Nc4cc(C)nc(C)n4)cc3)nnc2-c2ccc(OC)cc2)cc1 | -4 | 1
Cc1[nH]c2ccccc2c1CCN(Cc1cccs1)C(=O)Nc1cccc2c1OCO2 | -24 | -14
COc1ccc2c(c1)CCCN2C(=O)C1CCCN(S(=O)(=O)c2cc(OC)ccc2OC)C1 (centres undefined) | -1 | 18
CCCCCCCCN1C(=O)[C@@H](CC(=O)NCCCOCCCC)C[C@@]2(C(=O)OC)C1=C[C@H](COCc1ccccc1)O[C@@H]2C | -10 | 7
O=C(NCCc1ccc(F)cc1)c1cc2ccccn2n1 | -44 | -26
Cc1ccc(CN2CCCCC(NC(=O)C3CCCCC3)C2=O)cc1 (centres undefined) | 3 | -3
CC(=O)N[C@@H]1C[C@@H]2O[C@H](CO)CC[C@@H]2O[C@@H]1CCc1ccc(-c2ccc(F)cc2)cc1 | 1 | 20
O=C(NCc1ccc(F)c(F)c1)C1CCCN(c2nc3ccccc3o2)C1 (centres undefined) | 10 | 26

Looked up by compound from the list above (two):
SMILES | NR2F2 inh | NCOA2 inhibitor
COc1ccc2c(c1)CCCN2C(=O)C1CCCN(S(=O)(=O)c2cc(OC)ccc2OC)C1 (centres undefined) | -1 | 18
CC(=O)N[C@@H]1C[C@@H]2O[C@H](CO)CC[C@@H]2O[C@@H]1CCc1ccc(-c2ccc(F)cc2)cc1 | 1 | 20

Further records follow.
SMILES | NR2F2 inh | NCOA2 inhibitor
CCN1CCc2c(OCC(=O)Nc3cccc(C)c3C)cccc2C1=O | -25 | -6
COC(=O)Cc1nnn2c1[C@H](C)[C@@H](OC)c1cc(Br)ccc1-2 | -3 | -13
COc1ccccc1CNC(=O)NC1CCN(CC(=O)Nc2ccc3c(c2)OCCO3)CC1 | 3 | 3
CCOC(=O)[C@@]12CCCC3=C1N(CCC3)C(=O)[C@H]2CC(=O)N1CCOCC1 | 5 | -4
O=S1(=O)N[C@H](Cc2ccccc2)COc2cc(Br)ccc21 | -3 | -25
CC1(C)CC(=O)C=C(Nc2ccccc2NC(=O)c2cc(F)cc(F)c2)C1 | -14 | 10
COc1ccc(CN2C3=N[C@H](c4ccccc4)CC(=O)N3/C(=C\c3ccccc3)C2c2ccco2)c(OC)c1 (some centres undefined) | 0 | 15
C=CCO[C@H]1CN(C(=O)OC)[C@@H](c2ccccc2Br)C[C@H]1OCC=C | 21 | 17
COC(=O)c1cc2c(c3c4cc(F)ccc4n(S(=O)(=O)c4cccc(C)c4)c13)C(=O)N(C)C2 | -1 | 0
O=C(CSc1nnc(-c2ccccn2)n1-c1ccccc1)Nc1ccc2cn[nH]c2c1 | 13 | -6
COC(=O)C1CN(Cc2cn(Cc3ccc(OC)cc3)nn2)CCS(=O)(=O)N1Cc1ccc(F)cc1 (centres undefined) | 10 | 0
c1coc(-c2nnc(-c3ccc4c(c3)OCO4)o2)c1 | -38 | -14
O=C(OC12CCCN(C1)/C(=C/c1cccc(Cl)c1)C2)c1cccc(F)c1 (centres undefined) | 0 | 2
CC(C)(C)OC(=O)NCc1cc(F)ccc1/C=C/S(=O)(=O)NC1CCCC1 | -3 | 3
c1coc(-c2nc3c4ccccc4ccn3c2Cc2ccsc2)c1 | -53 | -53
COC(=O)C1CN(Cc2cn(Cc3ccc(Cl)cc3)nn2)CCS(=O)(=O)N1Cc1ccc(OC)cc1 (centres undefined) | 4 | 21
C[C@H]1CN([C@@H](C)CO)C(=O)c2c(c3ccccc3n2C)-c2ccccc2CO[C@H]1CN(C)C(=O)Nc1cccc(F)c1 | 9 | 15
O=C(COC(=O)c1ccc(Sc2ncn[nH]2)c([N+](=O)[O-])c1)Nc1cccc(Cl)c1F | 3 | -4
COC(=O)C[C@H]1CC[C@H]2[C@H](COc3ccc(NC(=O)c4cccs4)cc3C(=O)N2C)O1 | 1 | 15
Clc1ccc(Nc2nnc(-c3ccc4c(c3)OCO4)o2)cc1 | -10 | -48
O=C(OCc1cn(Cc2cccc(F)c2F)nn1)N1CCOCC1 | -10 | -2
O=C(CCn1nnc2ccccc21)N1CCN(Cc2ccc3c(c2)OCO3)CC1 | -3 | -18
COC(=O)C1=C(C)N(Cc2ccc(Br)cc2)C(=S)NC1c1ccc(OC)cc1 (centres undefined) | 6 | 17
CCN(CC)C(=O)c1ccc2c(c1)NC(=O)C(C)(C)O2 | -6 | -4
CN(Cc1cn(Cc2ccccc2)nn1)S(=O)(=O)c1ccc(F)cc1Br | 0 | 2
COc1ccc(S[C@]2(C(=O)N3CCOCC3)CC(=O)N(c3ccccc3)[C@@H]2c2ccc(OC)cc2)cc1 | 16 | 19
O=C(NC1CCCCN(Cc2ccc(Cl)cc2)C1=O)c1ccc(Br)cc1 (centres undefined) | 12 | -11
Cc1cccc(N2CCCn3c2nc2c3c(=O)n(CC(=O)OCc3ccccc3)c(=O)n2C)c1 | 11 | 0

Screens from PubChem.
